12-hLO inh: inhibitors of human 12-lipoxygenase (ALOX12) | P18054 | purified 12-hLO, xylenol orange hydroperoxide absorbance | Potency, µM (doses to about 57.1 µM), inactives show top-dose activity change, negative = inhibition, actives largely listed as inhibitors | 150,000 compounds, 0.12% hits | AID 1452; note: potency is the fitted concentration of half-maximal effect; nearly all actives have a fitted effect of over 55% in size; many of its hits are not listed in these tables
Target sequence (P18054 whole entry, looked up): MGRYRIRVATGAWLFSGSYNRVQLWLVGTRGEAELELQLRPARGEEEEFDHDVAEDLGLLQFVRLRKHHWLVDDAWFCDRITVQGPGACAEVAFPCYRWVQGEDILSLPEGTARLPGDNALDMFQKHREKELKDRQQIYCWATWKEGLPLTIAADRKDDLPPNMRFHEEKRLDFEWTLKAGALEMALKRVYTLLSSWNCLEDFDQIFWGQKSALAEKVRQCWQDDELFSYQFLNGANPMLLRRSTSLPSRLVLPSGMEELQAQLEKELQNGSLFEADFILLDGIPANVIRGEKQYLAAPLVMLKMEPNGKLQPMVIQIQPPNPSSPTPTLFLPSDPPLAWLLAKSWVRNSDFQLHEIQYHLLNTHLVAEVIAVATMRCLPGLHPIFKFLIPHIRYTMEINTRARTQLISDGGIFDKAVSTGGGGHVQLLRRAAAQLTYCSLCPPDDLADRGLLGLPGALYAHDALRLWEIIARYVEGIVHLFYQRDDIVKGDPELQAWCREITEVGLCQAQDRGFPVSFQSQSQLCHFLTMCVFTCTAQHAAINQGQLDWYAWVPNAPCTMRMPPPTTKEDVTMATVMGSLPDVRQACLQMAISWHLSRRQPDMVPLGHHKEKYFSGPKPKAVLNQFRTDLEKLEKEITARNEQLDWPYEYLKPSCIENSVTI
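150 nM 12hLO, 25 mM Hepes pH 7.0 + 0.01% Triton X-100; cpd preinc 15 min RT; 40 uM arachidonic acid, 30 min RT; Fe-XO 30 min; A573/A405 ratio as read-out.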
15-hLO-2 inh: inhibitors of human 15-lipoxygenase 2 (ALOX15B); purified 15hLO-2, xylenol orange hydroperoxide absorbance; Potency, µM (series often up to 57.1 µM), for inactives: at the top dose activity change, negative = inhibition, actives largely listed as inhibitors; 110,000 compounds, 0.56% hits; AID 881; note: potency is the fitted concentration of half-maximal effect; nearly all actives have a fitted effect of over 60% in size; many of its hits are not listed in these tables
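Purified human 15hLO-2 (50 nM final) preincubated with compounds 15 min at room temperature in 25 mM Hepes pH 7.5, 0.01% Triton X-100, then 45 uM arachidonic acid added for 90 min; hydroperoxide detected via ferrous/xylenol orange, 573/405 nm absorbance ratio.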
IMPase inh: membrane-permeable compound that blocks inositol monophosphatase. CHO-M1 cells, IP1 accumulation, HTRF TR-FRET ratio. inhibition (IP1 accumulation), % at 46.1 µM. 120,000 tested, under 10 active. AID 901; active = well fitted curve in the direction sought with a large enough effect in the signal ratio, not every such curve was filed as active; inconclusive = small, poorly fitted or top-dose-only effect, or a change in a side signal; inactive = no such curve, though single readings can be large or run the other way; the % refers to the signal ratio;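 note: cells stimulated with carbachol in lithium chloride buffer; plate controls were DMSO basal wells for no effect and reference inhibitor wells for full effect; higher means more IMPase inhibition seen as more IP1 and lower FRET ratio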
Target sequence (P97697 whole entry, looked up): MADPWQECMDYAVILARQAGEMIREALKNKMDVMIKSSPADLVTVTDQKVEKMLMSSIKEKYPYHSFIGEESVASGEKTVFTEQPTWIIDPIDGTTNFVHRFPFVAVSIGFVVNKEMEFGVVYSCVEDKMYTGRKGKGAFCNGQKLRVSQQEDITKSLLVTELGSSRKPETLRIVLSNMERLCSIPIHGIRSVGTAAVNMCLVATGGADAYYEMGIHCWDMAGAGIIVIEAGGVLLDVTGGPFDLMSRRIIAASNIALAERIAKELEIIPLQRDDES
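Seeded CHO-M1 cells were dosed with compound at up to 46 uM, stimulated with carbachol for 30 min, then lysed in IP-One detection reagents. Higher IP1 lowers the TR-FRET signal.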
PNC inhibitor: inhibitors of perinucleolar compartment assembly. PC3M PTB-GFP, PNC prevalence imaging, 16 h; stronger effect = lower value. activity change (PNC), negative = inhibition, % at 10 µM. 140,000 compounds, 3.1% hits;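 active = readout at or below -70, meaning at least 70% loss of cells showing the perinucleolar compartment, a nuclear body marking cancer cells; inconclusive = readout between -30 and a set limit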;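 note: plate controls were DMSO wells for no effect and camptothecin positive control wells for full effect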
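Read-out is percentage of cells bearing a perinucleolar compartment, from automated 20x imaging of fixed, Hoechst-stained PC3M PTB-GFP cells. Cells were seeded 4 h, then exposed 16 h to compound (23 nl of library stock) in duplicate plates.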
Numbers without * were called inactive; ? = inconclusive; nt = no result given; [ ] = another dose, or the depositor's remark. Unless noted, calls come from the whole dose curve; as a rule, active = well fitted curve in the direction sought with a large enough effect; inconclusive = small, poorly fitted or top-dose-only effect, or another doubt; inactive = no such curve, though single readings can be large; an effect the other way counts as inactive or inconclusive. Unless noted, % is set by controls: 0 for no effect and ±100 for the full control effect.

SMILES | 12-hLO inh | 15-hLO-2 inh | IMPase inh | PNC inhibitor
CCN(CC)S(=O)(=O)c1cccc(NC(=O)c2ccc(-n3nc(C)cc3C)cc2)c1 | -2% | nt | 8 | 98
O=C(NC(=S)N1CCN(c2ccc([N+](=O)[O-])cc2)CC1)c1ccc(F)cc1 | -6% | nt | nt | ?
CCCCN(CCCC)C(=O)c1nsnc1-c1ccccc1O | -3% | 0% | -2 | ?
CCOC(=O)CN1C2=NCCN2c2ccccc21 | 2% | 0% | 8 | 32
O=C(NCc1ccccc1)C1CCCN1S(=O)(=O)c1cccc2cccnc12 (stereo not given) | 3% | nt | -5 | 18
CC(=O)Nc1cc(N=Cc2ccc(O)cc2O)c(Cl)cc1Cl | -5% | nt | nt | ?
Cc1cc(S(=O)(=O)N2CCN(Cc3ccccc3)CC2)c(C)s1 | 3% | 16% | 10 | 25
O=C(CSc1nc(C2CCCCC2)nc2ccccc12)NCc1ccc2c(c1)OCO2 | -1% | nt | -15 | 24
Cc1ccc(OCCCC(=O)N2CCOCC2)c(C)c1 | 2% | 8% | -6 | -15
COc1ccc(C2(C(=O)Nc3ccc(C(=O)O)cc3)CCOCC2)cc1 | -2% | 0% | -5 | ?
CCC(=O)Nc1cccc(NC(=O)CSc2nnnn2C2CCCC2)c1 | 1% | -7% | 9 | ?
C/C(=N\NC(=O)COc1ccc(C#N)cc1)c1ccc(N2CCOCC2)cc1 | 0% | nt | nt | -6
CCSc1nnc(N2C(=O)CC(c3ccsc3)C3=C2CC(C)(C)CC3=O)s1 (stereo not given) | 8% | -4% | 8 | ?
CC(C)=C1C(=O)NN(c2ccc(C)c(Cl)c2)C1=O | -27% | nt | nt | -18
COC(=O)[C@H](Cc1ccccc1)NC(=O)O[C@H]1C(=O)c2ccc(OC)cc2O[C@@H]1c1ccc2c(c1)OCO2 | 1% | nt | nt | 6
CCOC(=O)/C(=C/c1c2ccccc2cc2ccccc12)NC(=O)c1ccccc1 | -3% | -5% | 3 | 21
CCOc1ccc(C(=O)c2ccncc2)cc1 | -2% | 2% | 1 | 5
COc1ccc2nc3oc(C(=O)Nc4ccc(OC)c(OC)c4)cc3cc2c1 | 10% | 2% | 14 | ?
COc1ccccc1NC(=S)NNC(=O)c1nn(C)c(C)c1Br | 2% | nt | nt | -4
NC(=O)c1cccnc1Oc1cccc(Cl)c1 | -2% | -5% | -4 | ?

In the list so far, these contain nitrogen in an aromatic ring:
SMILES | 12-hLO inh | 15-hLO-2 inh | IMPase inh | PNC inhibitor
CCN(CC)S(=O)(=O)c1cccc(NC(=O)c2ccc(-n3nc(C)cc3C)cc2)c1 | -2% | nt | 8 | 98
CCCCN(CCCC)C(=O)c1nsnc1-c1ccccc1O | -3% | 0% | -2 | ?
O=C(NCc1ccccc1)C1CCCN1S(=O)(=O)c1cccc2cccnc12 (stereo not given) | 3% | nt | -5 | 18
O=C(CSc1nc(C2CCCCC2)nc2ccccc12)NCc1ccc2c(c1)OCO2 | -1% | nt | -15 | 24
CCC(=O)Nc1cccc(NC(=O)CSc2nnnn2C2CCCC2)c1 | 1% | -7% | 9 | ?
CCSc1nnc(N2C(=O)CC(c3ccsc3)C3=C2CC(C)(C)CC3=O)s1 (stereo not given) | 8% | -4% | 8 | ?
CCOc1ccc(C(=O)c2ccncc2)cc1 | -2% | 2% | 1 | 5
COc1ccc2nc3oc(C(=O)Nc4ccc(OC)c(OC)c4)cc3cc2c1 | 10% | 2% | 14 | ?
COc1ccccc1NC(=S)NNC(=O)c1nn(C)c(C)c1Br | 2% | nt | nt | -4
NC(=O)c1cccnc1Oc1cccc(Cl)c1 | -2% | -5% | -4 | ?

(next part)
SMILES | 12-hLO inh | 15-hLO-2 inh | IMPase inh | PNC inhibitor
COc1ccc(C2C(C#N)=C(N)Oc3n[nH]c(-c4ccccn4)c32)c(OC)c1OC (stereo not given) | -8% | 38%[activator] | 3 | ?
CCCc1cc(=O)oc2cc(C)cc(OCC(=O)O)c12 | -10% | -7% | -6 | -4
COC(=O)[C@@H]1C[C@H]1[C@@H](NC(=O)c1cc(C)on1)c1ccccc1 | -2% | 8% | nt | nt
O=C(N/N=C/C=C\c1ccco1)c1cccnc1 | -7% | -21% | 14 | 6
CC(C)NC(=O)NC(=O)COc1c(F)c(F)cc(F)c1F | 4% | -2% | 0 | ?
CC1Cc2ccccc2N1C(=O)CSc1ccccc1 (stereo not given) | -5% | 2% | 5 | 33
CCOC(=O)C1=C(C)NC(=O)N[C@@H]1c1coc2cc(C)cc(C)c2c1=O | -2%[11.4 µM] | -4%[11.4 µM] | nt | nt
CCN(CC)CCCN(Cc1cc2ccc(C)c(C)c2[nH]c1=O)C(=O)NC1CCCCC1 | 0% | 6% | 12 | 53
COc1ccc(-c2c(C(=O)O)nc3ccccc3c2C(=O)O)cc1 | 2% | 3% | 1 | -17
Cc1csc(/C(C#N)=N/O)n1 | 3% | 5% | 3 | -25
Cc1cc(C)c(C#N)c(SCc2c(F)cccc2[N+](=O)[O-])n1 | -5% | nt | 10 | ?
CC1CCCCC1NC(=S)Nc1ccc(SC(F)F)cc1 (stereo not given) | ? | ? | -2 | ?
CCNc1nc(=S)nc(NC(C)C)[nH]1 | -6% | nt | -7 | -25
CCOC(=O)C1=NN(C(C)=O)C2(CC(=O)N(c3ccc(C)c(C)c3)C2=O)C1 (stereo not given) | -5% | nt | nt | 3
Cc1ccc(OCCN2CCN(c3nc(NCc4ccco4)c4ccccc4n3)CC2)cc1 | -4% | nt | nt | ?
Clc1cccc(-c2nc3nc4ccccc4nc3n2Cc2ccco2)c1 | -15% | -14% | 12 | 24
CCN1CCN(C(c2cccs2)C(C)NC(=O)c2ccccc2F)CC1 (stereo not given) | 0% | 3% | 0 | 31
CC(=O)c1cccc(NC(=O)COc2ccc(S(=O)(=O)N3CCCCC3)cc2)c1 | -6% | -3% | 8 | ?
CSc1ccccc1-n1nnnc1SCc1ccccc1 | 0% | -2% | 13 | ?
Cc1cccc(N(CC(=O)NC2CCCC2)C(=O)c2c(C)noc2C)c1 | 0% | 1% | 6 | -1
c1ccc(CCn2c3ccccc3c3nnc(SCc4ccc5nonc5c4)nc32)cc1 | -5% | -5% | 3 | 4
O=C(CCC(=O)Nc1ccccc1Cl)N/N=C1\CCCc2ccccc21 | 1% | nt | nt | -21
CCCCn1cnc2c(sc3nc4c(cc32)CSC(C)(C)C4)c1=O | -5% | nt | nt | -27
COc1ccc(N(C(=O)c2ccn[nH]2)C(C(=O)NC(C)(C)C)c2ccc(F)cc2)cc1 (stereo not given) | -2% | 6% | -1 | -10
Cc1ccc(C(=O)CSc2nn3c(=O)c(C(C)(C)C)nnc3s2)cc1 | -9% | -14% | -9 | 19
COC(=O)N1CCC2(CCCN(c3ccc(-c4ccccc4)cc3)C2)CC1 | -17% | 9% | nt | nt
O=C(Nc1cnccn1)c1ccncc1 | 1% | 0% | 8 | -20
COc1ccc(-n2nnnc2SCc2nc(N)nc(N3CCOCC3)n2)cc1 | -2% | -5% | 0 | -14
CCCCc1nc2ccn(CC(=O)N(C)C)c(=O)c2n1Cc1ccc(-c2ccccc2-c2nn[nH]n2)cc1 | -2%[0.00818 µM] | 0%[0.0915 µM] | nt | nt
Cc1cccc(-c2nc(Nc3ccc(N4CCOCC4)cc3)c3ccccc3n2)c1 | -1% | nt | nt | 10
NC(N)=NCCCC(=O)O | -3%[11.4 µM] | -7%[11.4 µM] | nt | nt
Cc1ccc(-n2nc(C)c3c2OC(N)=C(C#N)C3c2cccs2)cc1 (stereo not given) | -11% | -11% | 10 | 27
Cn1cc(/C=N/n2cnc3sc4c(c3c2=O)CCCC4)c2ccccc21 | 1% | 0% | 10 | -25
Cc1nc(NC(=O)C2CCCCC2)sc1C | -2% | nt | -9 | 36
CC(=O)CCc1ccc(OCCCCn2cncn2)cc1 | 10% | 2% | 0 | -28
CCCCCOC(=O)C1C2C=CC3(CN(c4ccccc4C)C(=O)C13)O2 (stereo not given) | 1% | 2% | 5 | 38
Cc1cccc(NC(=O)c2cc3c([nH]c4ccccc43)c(C)n2)c1C | 4% | nt | 3 | 21
NNC(=O)CCSc1ccccc1 | -5%[11.4 µM] | -1%[11.4 µM] | nt | nt
Cc1cc(C)cc(OCC(O)CN2CCC(CN3C(=O)c4cccc5cccc(c45)C3=O)CC2)c1 (stereo not given) | 3% | -3% | -10 | 99
Cc1cc(C(=O)Nc2c(C)nn(Cc3ccc(F)cc3)c2C)on1 | 0% | 13% | 6 | ?
CCOc1ccc(OCCn2ccnc2)cc1 | -3% | nt | nt | -17
CCOc1nc(-c2ccc(Cl)cc2)nc2ccccc12 | -4% | nt | nt | 25
COc1ccc(C2CC(=O)Oc3ccc(C(C)(C)C)cc32)cc1 (stereo not given) | -5%[0.00818 µM] | -11%[0.0915 µM] | nt | nt
COc1ccc(S(=O)(=O)Nc2c3ccccc3nc(=O)n2-c2ccccc2)cc1 | -1% | 0% | -4 | ?
CSc1cccc(NC(=O)C(C)Sc2ccc(C)cc2)c1 (stereo not given) | -7% | -1% | -2 | 3
O=S1(=O)N=C(Oc2ccccc2)c2ccccc21 | -6% | 0% | 1 | -8
Cc1ccc(OCCNc2ccc(C(F)(F)F)cc2[N+](=O)[O-])cc1 | 3% | nt | nt | 2
CC(NC(=O)/C(C#N)=C/c1cn(-c2ccccc2)nc1-c1ccc(F)cc1)c1ccccc1 (stereo not given) | -2% | nt | nt | -12
Cc1[nH]c(=O)[nH]c(=O)c1CSc1nnc([C@@H](NC(=O)OC(C)(C)C)C(C)C)o1 | -6% | 6% | 10[9.22 µM] | 13
CN(C)c1ccc(P(=O)(OCc2ccccc2)C(O)c2ccncc2)cc1 (stereo not given) | -7% | 8% | -1 | -29
CN1CCC(OC(=O)c2cccc(Br)c2)CC1 | 9% | 11% | 3 | 12
C/C(=N/OCC(=O)NCCCCCCNC(=O)CO/N=C(/C)c1cccs1)c1cccs1 | -2% | nt | nt | 14
CCOC(=O)CCc1c(C)c2ccc(OC(C)C(=O)OCC)c(C)c2oc1=O (stereo not given) | -9% | 7% | 8 | 12
O=C(CSC1=NCCS1)NC1CCCCC1 | ? | 6% | -4 | 18
CCCNC(=O)c1cccc(C(F)(F)F)c1 | -2% | 6% | 6 | ?
O=c1nc2c(-c3ccccc3F)n[nH]n2c2ccccc12 | 2% | -6% | -4 | 4
CC1CC(OCC(O)CN2CCN(Cc3ccccc3)CC2)CC(C)(C)C1 (stereo not given) | 2% | 4% | 4 | ?
COc1cc(C(=O)NCCCc2nc3ccccc3n2Cc2cc(C)ccc2C)cc(OC)c1OC | 13% | nt | nt | -26
CCc1nccn1C(=O)c1cnn2c(C(F)F)cc(-c3ccc(C)cc3)nc12 | 2% | nt | -4 | 12
COc1ccccc1C(=O)Nc1c2c(nn1-c1cccc(C)c1C)CS(=O)C2 (stereo not given) | -11% | -2% | -7 | -17

Next section:
SMILES | 12-hLO inh | 15-hLO-2 inh | IMPase inh | PNC inhibitor
O=C(Nc1ncc2c(n1)-c1ccccc1CC2)c1cccc(Cl)c1 | -2% | 7% | -3 | 29
C=CCSc1nnc(-c2cnn(-c3ccccc3)c2-n2cccc2)n1C | 2% | 4% | 0 | -23
CCOc1ccc(/C=N/NC(=O)c2c(C)n(C)c3ccc(OC)cc23)cc1 | 1% | nt | nt | 45
O=C(c1cc(C(F)(F)F)cc(C(F)(F)F)c1)N1CCC2(CC1)CN(c1ccccn1)C2 | -11% | 27% | nt | nt
NC(=O)c1nc(C2CCCCC2)nc2c1[nH]c(=O)n2-c1ccc(F)cc1 | 6% | -2% | 2 | -8
COC(=O)c1cc(NC(=O)Cc2coc3cc(OC)ccc23)cc(C(=O)OC)c1 | -18% | -4% | 2 | -25
CCOC(=O)C1=C(N)OC2=C(C(=O)CCC2)C1c1sccc1C (stereo not given) | 1% | nt | nt | -2
O=C(NC(=S)NCC1CCCO1)c1ccc(Cl)cc1 (stereo not given) | ? | nt | nt | 12

Screening data: PubChem BioAssay, National Center for Advancing Translational Sciences (NCATS)

The list is partial; the hit share may differ from the screen's.
